Screening data as filed in PubChem BioAssay.
SENP1 inh: human SENP1 catalytic domain inhibitors, primary screen, biochemical, FRET, uHTS. Sentrin-specific protease 1 (Homo sapiens), Q9P0U3. AID 624204, 2012. inhibition, % at 10 µM. 360,000 tested, 0.21% active. recombinant SENP1 catalytic domain, CyPet-SUMO1-YPet FRET cleavage;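 active = inhibition at least 30% at 10 µM, raw YFP signal under a set limit, fluorescence ratio 0.5 to 1.5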;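 also: 0% = enzyme with DMSO and 100% = no enzyme wells; some results filed as inactive read as strong as hits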
Target sequence (Q9P0U3 419-644 limits assumed): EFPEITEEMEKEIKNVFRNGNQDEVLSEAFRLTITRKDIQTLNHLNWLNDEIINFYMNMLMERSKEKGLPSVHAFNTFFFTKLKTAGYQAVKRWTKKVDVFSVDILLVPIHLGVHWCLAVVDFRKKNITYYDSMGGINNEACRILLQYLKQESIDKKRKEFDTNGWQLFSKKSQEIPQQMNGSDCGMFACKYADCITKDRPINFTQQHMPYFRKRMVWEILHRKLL
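Test system: recombinant human SENP1 catalytic domain, His6-tagged / Medium: pH 8 Tris buffer with EDTA, NaCl, BME, BSA, NP40, catalase / Also added: SUMO1 FRET substrate flanked by Cypet and Ypet, 25 nM / Times: 50 min reaction at room temperature / Signal: FRET, CFP and YFP emission / Control set: no-enzyme low control and enzyme-plus-DMSO high control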
APOBEC3G inh: APOBEC3G DNA deaminase inhibitors, primary screen, biochemical, fluorescence, single-stranded DNA substrate, uHTS | recombinant A3G, ssDNA deamination FAM/TAMRA fluorescence | 330,000 tested, 0.28% active | AID 493012, 2011 | inhibition, % at 20 µM;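 active = inhibition of at least 40% at 20 µM, with no more than 30% in the related APOBEC3A deaminase screen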;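 also: plate controls were DMSO wells with A3G for no effect and wells lacking A3G enzyme for full effect; some compounds called inactive have numbers as strong as hits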
Target sequence (Q9HC16 whole entry, looked up): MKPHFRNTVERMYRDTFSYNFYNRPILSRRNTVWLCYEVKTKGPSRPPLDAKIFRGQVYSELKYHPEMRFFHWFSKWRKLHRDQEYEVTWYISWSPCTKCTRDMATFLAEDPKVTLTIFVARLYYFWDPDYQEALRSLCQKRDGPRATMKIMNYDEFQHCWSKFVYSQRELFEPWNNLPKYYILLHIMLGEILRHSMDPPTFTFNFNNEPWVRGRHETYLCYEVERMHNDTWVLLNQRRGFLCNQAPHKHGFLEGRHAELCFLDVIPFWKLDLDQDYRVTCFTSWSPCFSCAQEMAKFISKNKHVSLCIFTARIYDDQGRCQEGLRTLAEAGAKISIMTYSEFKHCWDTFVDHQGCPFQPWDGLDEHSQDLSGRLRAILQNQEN
APOBEC3A inh: APOBEC3A ssDNA deaminase inhibitors, primary screen, selectivity assay for APOBEC3G inhibitor project, biochemical, FAM/TAMRA oligo cleavage fluorescence. recombinant A3A, FAM/TAMRA ssDNA deamination fluorescence. inhibition, % at 20 µM. 330,000 tested, 0.41% active. AID 493011, 2011;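 active = at least 40% inhibition at 20 µM here, with at most 30% in a related deaminase screen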;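 also: plate controls were A3A with DMSO for no effect and wells lacking A3A enzyme for full effect; some results filed as inactive read as strong as hits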
Target sequence (P31941 whole entry, looked up): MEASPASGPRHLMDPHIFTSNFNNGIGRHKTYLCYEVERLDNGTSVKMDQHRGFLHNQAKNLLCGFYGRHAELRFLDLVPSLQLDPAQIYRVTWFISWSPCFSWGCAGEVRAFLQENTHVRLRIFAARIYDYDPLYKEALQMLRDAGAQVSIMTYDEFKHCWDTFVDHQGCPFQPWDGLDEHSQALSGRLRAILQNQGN
MIN6 prolif: inducers of MIN6 beta-cell proliferation, primary screen, ATP luminescence, uHTS; proliferation, % at 10 µM; AID 2380, 2010; MIN6 cells proliferation, ATPlite luminescence, 48 h; cells starved in 0.2% serum; 100% = growth in 10% serum; 330,000 tested, 0.29% active;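 active = compounds whose signal lies at least 3.5 SD above the mean of all wells on their plate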;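 also: 0% = DMSO-treated cells in low-serum medium and 100% = 10% serum control; some compounds called inactive have numbers as strong as hits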
NALP3 yeast inh: NALP3 inflammasome inhibitors in reconstituted yeast, primary screen, luminescence, uHTS. 330,000 tested, 0.39% active. AID 2825, 2010. Yeast reconstituted NLRP3/ASC/caspase-1, beta-gal luminescence, 24 h. inhibition, % at 10 µM;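 active = inhibition of 50% or more; inactive = inhibition below 50%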;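 also: plate controls were induced DMSO wells for no effect and uninduced yeast grown without galactose for full effect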
hIAP inh: human IAP inhibitors, primary screen, biochemical, luminescence, uHTS; Intestinal-type alkaline phosphatase (Homo sapiens), P09923; purified IAP, CDP-Star luminescence, 30 min; 330,000 tested, 0.12% active; AID 2544, 2010; inhibition, % at 10 µM;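 active = inhibition reaching a set limit with compound at 10 µM in the primary screen, cut at about 35% in these data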;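 also: plate controls were DMSO wells with enzyme for no effect and no-enzyme buffer wells for full effect; values of inactives mirror those of a sister screen read the other way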
mIAP block: inhibitors of mouse IAP, primary screen, biochemical, luminescence, uHTS; purified mouse IAP, CDP-Star luminescence, 30 min; 330,000 tested, 0.2% active; intestinal alkaline phosphatase [Mus musculus]; inhibition, % at 10 µM; AID 2806, 2010;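 active = inhibition of at least 40% at 10 µM in the primary screen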;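 also: plate controls were DMSO with enzyme for no effect and no enzyme wells for full effect; values of inactives mirror those of a sister screen read the other way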
mIAP activ: activators of mouse IAP, primary screen, biochemical, luminescence, uHTS. AID 2805, 2010. activation factor at 10 µM. 330,000 tested, 0.24% active. intestinal alkaline phosphatase [Mus musculus]. muIAP, CDP-Star luminescence, 30 min; active compounds read high; 1 = vehicle-only enzyme signal, 0 = enzyme-free wells;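 active = activation factor of at least 2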; also: the source names both 10 and 20 µM as test concentration; values of inactives mirror those of a sister screen read the other way
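Assay system: mouse IAP enzyme; reagent: chemiluminescent substrate CDP-Star; dosing: test compounds delivered from DMSO solution; schedule: 30 min at room temperature; measured by: luminescence from enzymatic CDP-Star hydrolysis; controls: DMSO-only wells and no-enzyme negative control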
hIAP act: human IAP activators, primary screen, biochemical, luminescence, uHTS; purified human IAP, CDP-Star luminescence, 30 min; active compounds read high; 1 = vehicle-only enzyme, 0 = enzyme-free background; activation factor at 10 µM; 330,000 tested, 0.16% active; AID 2524, 2010;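 active = activation factor of the enzyme at least 2-fold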; also: the source names both 10 and 20 µM as test concentration; values of inactives mirror those of a sister screen read the other way
An asterisk follows results filed as active. This is a subset; the hit share may differ from the screen's.

SMILES | SENP1 inh | APOBEC3G inh | APOBEC3A inh | MIN6 prolif | NALP3 yeast inh | hIAP inh | mIAP block | mIAP activ | hIAP act
Cc1ccc2nc(N(CCN(C)C)C(=O)c3cc(Cl)sc3Cl)sc2c1 | 1 | -1 | 0 | 0 | 18 | 21 | 7 | 0.93 | 0.79
O=C(NCCc1ccc(F)cc1)c1cc([N+](=O)[O-])ccc1N1CCOCC1 | 1 | -3 | 2 | 5 | 9 | 1 | -1 | 1 | 0.99
NC(CSS(=O)(=O)O)=NCCC12CC3CC(CC(O)(C3)C1)C2 | 4 | -1 | -2 | 0 | 3 | 15 | 22 | 0.78 | 0.85
Cn1c(Cc2ccccc2)nnc1SCC(=O)N1CCCCC1 | -1 | -6 | -6 | 1 | 2 | 7 | 5 | 0.95 | 0.93
CCCCCN(C(=O)CCC(=O)OCC(=O)N1CCCC(C)C1)c1c(N)n(CCCC)c(=O)[nH]c1=O (stereo not given) | 2 | -6 | -2 | -1 | 5 | -18 | 4 | 0.96 | 1.2
Cc1cc(C(=O)Nc2nnc(C(F)(F)F)s2)cs1 | 1 | -8 | -1 | -3 | 20 | -5 | 7 | 0.93 | 1
CCc1ccc(N2CC(C(=O)NC3CC3)CC2=O)cc1 (stereo not given) | 0 | 13 | 5 | -4 | 5 | 7 | -10 | 1.1 | 0.93
COc1ccc(C2=NN(C(=O)CCC(=O)O)C(c3ccccc3)C2)cc1 (stereo not given) | 0 | -8 | -3 | -2 | 16 | -2 | 8 | 0.92 | 1
CC(=O)Nc1nnc(SCC(=O)N2CCc3ccccc32)s1 | 0 | -1 | 4 | 0 | 4 | 14 | 0 | 1 | 0.86
CCCCn1c(N)c(N(CCOC)C(=O)COC(=O)Cc2cccc(OC)c2)c(=O)[nH]c1=O | 3 | -11 | -3 | 1 | 11 | -5 | 10 | 0.9 | 1
CCN1CCN(c2nc3c(C)cccn3c(=O)c2/C=C(\C#N)S(=O)(=O)c2ccc(Cl)cc2)CC1 | -31 | -12 | -6 | 1 | 18 | 14 | 15 | 0.85 | 0.86
COc1ccc(CC(=O)NCC(=O)NCc2cc(=O)n(C)c(=O)n2C)cc1 | 2 | -2 | -2 | 2 | -2 | 8 | 2 | 0.98 | 0.92
Nc1ccc2nc(-c3ccc(Cl)cc3)[nH]c2c1 | -100 | -4 | -4 | -6 | 17 | 24 | 8 | 0.92 | 0.76
O=C(CSc1nccc(-c2cccs2)n1)Nc1ccccc1 | 1 | -6 | 0 | -2 | 30 | -6 | 2 | 0.98 | 1.1
N#Cc1cc([N+](=O)[O-])ccc1NC(=O)COC(=O)C1CC2CCCC(C1)C2=O (stereo not given) | 1 | -5 | -2 | -3 | 8 | -19 | 0 | 1 | 1.2
CCNC(=O)COC(=O)c1cc(-c2ccccc2)nn1-c1ccccc1 | 0 | -5 | 0 | 0 | 16 | -25 | 10 | 0.9 | 1.2
O=C(c1ccc2c(c1)OCO2)N(c1ccccc1)C1C=CS(=O)(=O)C1 (stereo not given) | 1 | 4 | 0 | 2 | 7 | 24 | -12 | 1.1 | 0.76
CCOC(=O)C1C(=O)OC2(CCCCC2)C1C(=O)OCC (stereo not given) | 3 | -5 | 3 | -2 | 2 | -4 | 3 | 0.97 | 1
COc1cccc(C=NCCNC(=O)c2nonc2N)c1O | 6 | 2 | 1 | 0 | -2 | 18 | -6 | 1.1 | 0.82
Cc1ccc(OCC(=O)NCCN2CCCC2)cc1 | 1 | 0 | 0 | -2 | 7 | 6 | -6 | 1.1 | 0.94
COc1ccc(Cl)cc1C(=O)Nc1nc(C)cc(C)n1 | -1 | -5 | -4 | 0 | 10 | -16 | -5 | 1 | 1.2
Cc1ccc(-c2c[n+](CC(=O)c3ccc(Br)cc3)c3n2CCCCC3)cc1 | 2 | -5 | -2 | -6 | -2 | -4 | 13 | 0.87 | 1
CNC(=O)CN1C(=O)NC2(CCc3ccccc3C2)C1=O (stereo not given) | 1 | -4 | -1 | -1 | 6 | 6 | 5 | 0.95 | 0.94
Cc1ccc(OCC(=O)Nc2ccccc2-c2ccccc2)cc1 | 5 | -2 | -3 | -4 | 28 | 0 | -19 | 1.2 | 1
COc1ccc(N(C(=O)C2COc3ccccc3O2)C(C(=O)NC2CCCCC2)c2ccccc2)cc1OC (stereo not given) | 0 | -5 | -2 | 0 | 7 | -2 | 3 | 0.97 | 1
COC(=O)c1ccc(S(=O)(=O)N2CCCCCC2)n1C | 1 | -8 | -1 | -3 | 1 | 7 | -2 | 1 | 0.93
COc1ccc(N=C2SC(C(=O)N3CCN(c4ccccc4)CC3)CC(=O)N2C)cc1 (stereo not given) | 0 | -6 | -5 | 4 | 22 | -2 | 2 | 0.98 | 1
CC(C)(C)OC(=O)NCCCCCc1nnc(SCC(=O)Nc2cccc(Cl)c2)o1 | 3 | -5 | -2 | -4 | 23 | 11 | 4 | 0.96 | 0.89
Cc1ccc(SCc2cc(=O)[nH]c(/N=C(\N)Nc3cccc4ccccc34)n2)cc1 | 3 | 0 | 3 | -3 | 14 | -12 | -17 | 1.2 | 1.1
Brc1ccc(C2=Nc3cccc4cccc(c34)N2)o1 | 4 | 14 | 4 | 0 | 14 | -8 | 15 | 0.85 | 1.1
Cc1ccc(NC(=O)Cn2ncn3c(cc4ccccc43)c2=O)c(C)c1 | -12 | 0 | -3 | -3 | 14 | 13 | 3 | 0.97 | 0.87
Cc1cc(C[n+]2ncsc2N)c2ncccc2c1 | 3 | -6 | -2 | 0 | 13 | -12 | 1 | 0.99 | 1.1
CCOc1ccc(-c2c(=O)n(O)c3ccccc3[n+]2[O-])cc1 | -24 | 1 | -1 | 0 | 18 | -1 | 5 | 0.95 | 1
N#Cc1ccccc1OCC(=O)OCCCOC(=O)COc1ccccc1C#N | 4 | -4 | 7 | -3 | -6 | -4 | 2 | 0.98 | 1
COc1ccc(OC)c(Nc2nc(N)c([N+](=O)[O-])c(NC3CCCCC3)n2)c1 | 2 | -4 | 0 | -1 | 6 | -3 | 0 | 1 | 1
CN(c1ccc(C(=O)N2CCN(Cc3ccccc3)CC2)cc1)S(=O)(=O)c1ccc(Cl)cc1 | -1 | -5 | -4 | -2 | 26 | 4 | 9 | 0.91 | 0.96
CCNC(=O)N(C)C[C@H]1N[C@@](C)(C(=O)OC)[C@H]2C(=O)N(Cc3ccccc3)C(=O)[C@@H]12 | -1 | -1 | -1 | 4 | 22 | -1 | 1 | 0.99 | 1
COc1cc(C2C3=C(CCCC3=O)Nc3[nH]n(-c4ccccc4)c(=O)c32)cc(OC)c1OC (stereo not given) | 0 | -6 | -7 | 1 | 5 | -12 | 6 | 0.94 | 1.1
CCNc1ccc(C(=O)OCC)cc1NC(=O)c1cccc(S(=O)(=O)N(C)c2ccccc2)c1 | 1 | 0 | 2 | -4 | 16 | 12 | 5 | 0.95 | 0.88
C#CCOc1ccc(/C=C2/C(=O)N(c3cccc(C(=O)O)c3)N=C2C)cc1OC | 3 | 2 | -2 | -1 | 14 | -16 | -4 | 1 | 1.2
O=c1[nH]c2ccc(Cl)cc2c(-c2ccccc2)c1N1CCOCC1 | -1 | -8 | 4 | -5 | 20 | 12 | 16 | 0.84 | 0.88
C=CCn1c(SCc2cc(=O)n3ccsc3n2)nc2scc(C3CC3)c2c1=O | -26 | -4 | 1 | -1 | 12 | -16 | 8 | 0.92 | 1.2
COc1cccc(C(=O)NNc2nc(C)cc(C)n2)c1 | 2 | -1 | 1 | 4 | 5 | -21 | 15 | 0.85 | 1.2
Cn1c(=O)c(=O)n(C)c2cc(N3CCOCC3)c(NS(=O)(=O)c3ccc(Br)cc3)cc21 | -1 | -2 | -2 | 0 | 7 | -16 | 5 | 0.95 | 1.2
Cc1ccc2cc(CN(C(=O)C3CCCO3)C3CCCCC3)c(=O)[nH]c2c1 (stereo not given) | -2 | -8 | -4 | -2 | 0 | -3 | -4 | 1 | 1
Cc1nn(CC(=O)N(C)C)c(=O)c2ccccc12 | -1 | -4 | 0 | -4 | 2 | 4 | 2 | 0.98 | 0.96
C=CCNC(=O)COc1ccc(N(C)S(=O)(=O)c2ccc(NC(C)=O)cc2)cc1 | 2 | -12 | 0 | -3 | -13 | -7 | 2 | 0.98 | 1.1
COc1ccc(Cl)cc1C(=O)NNC(=O)C1COc2ccccc2O1 (stereo not given) | 1 | -5 | 1 | 1 | 6 | -38 | 13 | 0.87 | 1.4
O=C(CCC(=O)N1CCN(S(=O)(=O)c2ccc(Cl)cc2)CC1)Nc1cccc(Br)c1 | 3 | 0 | 0 | -3 | 0 | -7 | -4 | 1 | 1.1
Cc1ccc2c(CC(=O)O)coc2c1C | 0 | -1 | 2 | 1 | 3 | -14 | -7 | 1.1 | 1.1

Additional entries:
SMILES | SENP1 inh | APOBEC3G inh | APOBEC3A inh | MIN6 prolif | NALP3 yeast inh | hIAP inh | mIAP block | mIAP activ | hIAP act
COc1ccc(C(=O)Nc2cc(C)nn2-c2nc3ccccc3[nH]2)c(OC)c1 | 3 | -7 | -3 | -7 | 19 | -39 | 3 | 0.97 | 1.4
CC12C(=O)N(c3ccccc3)C(=O)C1C(c1ccccc1)N1CCCN12 (stereo not given) | 0 | -4 | 1 | -2 | 0 | -6 | -6 | 1.1 | 1.1
Cc1ccc2nc(SCC(=O)Nc3ccc(Cl)cc3)nc(=O)n2c1 | 0 | -5 | -3 | 3 | 20 | -2 | 4 | 0.96 | 1
O=C(NCCN1CCOCC1)/C(=C\c1ccc(F)cc1)NC(=O)c1ccccc1 | 2 | 0 | -4 | -1 | 7 | 18 | 0 | 1 | 0.82
Cc1ccc(C)n1/N=C1/NC(=O)CS1 | 6 | 15 | 12 | -1 | 14 | -4 | 7 | 0.93 | 1
O=C(O)CSc1nc(SCc2ccccc2Cl)nc2c1CCCC2 | -2 | -1 | 2 | -3 | 16 | 6 | 7 | 0.93 | 0.94
CCOC(=O)c1ccccc1NC(=O)COC(=O)CSC(C)C(=O)Nc1cc(C)on1 (stereo not given) | 3 | -6 | -1 | 8 | 9 | 8 | 2 | 0.98 | 0.92
O=C(O)CCCCCN1C(=O)C2CCCCC2C1=O (stereo not given) | -1 | -2 | -4 | -1 | 1 | 3 | 5 | 0.95 | 0.97
